Assay outcomes: PubChem BioAssay, National Center for Advancing Translational Sciences (NCATS)
HT1080 IDH1KD tx: kills HT-1080 cells with IDH1 knockdown; HT-1080 IDH1 knockdown viability, ATP luminescence, 48 h; Potency, µM (series often up to 46.1 µM), for inactives: at the highest dose activity, negative = toxicity, hits mostly cytotoxic; hit rate 2% among 360,000; AID 686971;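 further: potency means the concentration at half of the fitted maximal effect; 0% = DMSO wells and -100% = cell-free medium wells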
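IDH1KD HT-1080 cells, 750/well, RPMI + 5% FBS; compound pinned after 2 h settling; 48 h, 37 °C; CellTiter-Glo luminescence; % activity normalised to DMSO and no-cell wells; curves fitted, classed by r2 and efficacy.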
DRD3 agonist: activates the human D3 dopamine receptor. P35462. D3R DiscoveRx beta-arrestin cells, luminescence, 90 min. max activation, %. hit rate 0.58% among 410,000; in the data active means max activation above about 30%; further: 0% is about no effect; mostly tested at two doses, the higher about 12 µM
Target sequence (P35462 whole entry, looked up): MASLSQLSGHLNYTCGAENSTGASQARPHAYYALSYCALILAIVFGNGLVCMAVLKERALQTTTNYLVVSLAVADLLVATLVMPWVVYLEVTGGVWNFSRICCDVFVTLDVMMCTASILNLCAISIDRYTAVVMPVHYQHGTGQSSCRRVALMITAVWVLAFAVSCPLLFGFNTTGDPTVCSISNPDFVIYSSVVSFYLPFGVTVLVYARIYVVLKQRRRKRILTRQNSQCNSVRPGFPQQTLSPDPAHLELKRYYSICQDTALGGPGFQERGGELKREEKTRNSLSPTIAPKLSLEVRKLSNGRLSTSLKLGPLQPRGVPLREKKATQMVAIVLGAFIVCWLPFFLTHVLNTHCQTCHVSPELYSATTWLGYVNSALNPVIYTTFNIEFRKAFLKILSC
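Cells at 1500/well, incubated overnight, then treated with pinned compounds (dopamine as control) for 90 min at 37 degrees C. DiscoveRx reagent added for 30 - 60 minutes at room temperature; luminescence read.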
MCF10A rerep: inducers of DNA re-replication in MCF 10A breast cells; AID 624296; hit rate 2.9% among 350,000; Potency, µM (highest dose often 46.1 µM), for inactives: at the highest dose activity, positive = re-replication, actives largely listed as activators; MCF 10A DNA re-replication, Hoechst nuclear intensity, 48 h; further: potency means the concentration at half of the fitted maximal effect; % of control where 0% means no effect; nearly all actives have a fitted effect of over 50% in size
HT1080NT lethal: kills 2HG-producing HT-1080-NT fibrosarcoma cells; Potency, µM (titrated, usually from 46.1 µM), for the others: top-dose activity, negative = less viability, actives largely listed as cytotoxic; HT-1080-NT fibrosarcoma viability, CellTiter-Glo ATP luminescence, 48 h; hit rate 1.6% among 360,000;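 further: NT is the 2HG producing partner of a matched IDH1 knockdown line; potency means the concentration at half of the fitted maximal effect; 0% = DMSO-treated cells and -100% = media-only wells without cells; nearly all actives have a fitted effect of over 55% in size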
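HT-1080-NT; 750 cells/well; 5% FBS RPMI; 48 h compound, 37 degrees C; CellTiter-Glo luminescence; curve fitting and curve-class assignment.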
SW480 rereplic: induces DNA re-replication in SW480 colon adenocarcinoma cells. SW480 DNA re-replication, Hoechst DNA content imaging, 48 h. Potency, µM (titrated, usually from 46.1 µM), without a hit: at the top dose re-replication activation, actives largely listed as activators. hit rate 1.8% among 340,000; further: potency means the concentration at half of the fitted maximal effect; % of control where 0% means no effect; nearly all actives have a fitted effect of over 55% in size
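DNA re-replication was detected as more nuclei of elevated Hoechst intensity after 48 hr exposure to compound (23 nL pinned per well of 250 cells).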
KB-3-1 cytotox: kills parental KB-3-1 adenocarcinoma cells; AID 1347075; hit rate 1.4% among 400,000; Potency, µM (highest dose often 46.1 µM), for inactives: at the top dose activity change, negative = cytotoxic, actives largely listed as cytotoxic; KB-3-1 viability, CellTiter-Glo ATP luminescence, 72 h; further: potency means the concentration at half of the fitted maximal effect; on the % scale 0 is the no-effect control and ±100 the full control effect; nearly all actives have a fitted effect of over 60% in size
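Cells are dispensed, compounds pinned in, plates held at 37 °C for 72 h, then CellTiter-Glo is added and luminescence read after 10 minutes. Cell line: parental KB-3-1 in phenol-red-free DMEM, 10% FBS.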
IL-1B inflam inh: inflammasome signaling inhibition, IL-1 beta readout; activity change, % at 57.5 µM; THP-1 LPS/ATP IL-1B secretion, AlphaLISA, 16 h; hits give low values; AID 743279; hit rate 4.7% among 360,000; in the data active means activity change below about -50%; inconclusive means mostly about -30% to -49%; further: on the % scale 0 is the no-effect control and ±100 the full control effect
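Secreted IL-1B measured by AlphaLISA bead assay after 16 h compound exposure of THP-1 cells; compounds (final up to 57.5 uM) added 1 h before LPS (250 ng/mL) and ATP (1.25 mM) stimulation; lower signal means less secretion.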
KB-V1 cytotox: KB-V1 MDR subline cytotoxicity; KB-V1 MDR cells viability, CellTiter-Glo, 72 h; Potency, µM (series often up to 46.1 µM), inactives show top-dose activity change, negative = cytotoxicity, hits mostly cytotoxic; AID 1347076; hit rate 3.4% among 400,000; further: potency means the concentration at half of the fitted maximal effect; on the % scale 0 is the no-effect control and ±100 the full control effect; nearly all actives have a fitted effect of over 60% in size
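qHTS viability screen in drug-selected KB-V1 MDR cells: 72 h compound treatment at 37 degrees C, ATP luminescence end point.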
HEK293 tox: cytotoxic in the GLP-1 receptor inverse agonist counter-screen; hit rate 0.13% among 410,000; HEK293 cAMP-luciferase reporter cells, luminescence, 24 h; Potency, µM (doses to about 38.3 µM), without a hit: top-dose activity change, negative = inhibition, actives largely listed as inhibitors; AID 624418;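 further: loss of luciferase light is scored as toxicity; potency means the concentration at half of the fitted maximal effect; on the % scale 0 is the no-effect control and ±100 the full control effect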
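Compound-treated cells are incubated 24 hr at 37 deg C under 5% CO2 after a 12 hour attachment period, then luciferase detection reagent is added and luminescence is measured following 12 min at room temperature; lowered signal indicates toxicity.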
The depositor's hits bear a star; ? = inconclusive; . = not tested or not shown; & = joins results of further samples; [ ] = remark or other dose. Unless noted, the call rests on the fitted dose curve; in most records, active means well fitted curve in the direction sought with a large enough effect; inconclusive means small, poorly fitted or top-dose-only effect, or another doubt; inactive means no such curve, though single readings can be large; an effect the other way counts as inactive or inconclusive.

#	Structure	HEK293 tox	SW480 rereplic	KB-V1 cytotox	DRD3 agonist	KB-3-1 cytotox	MCF10A rerep	HT1080 IDH1KD tx	HT1080NT lethal	IL-1B inflam inh
1	O=C(NC1CCCC1)C1CCCN(S(=O)(=O)c2ccc(F)cc2)C1 (configuration not stated)	-20%	-1%	-28%	2	1%	18%	3%	3%	38
2	Cc1cc(=O)oc2cc(OCc3ccc(S(=O)(=O)N4CCOCC4)cc3)ccc12	9%	7%	-18%	-2	?	19%	4%	-3%	-20
3	CC(C)CN=C(NS(=O)(=O)c1ccccc1)C(Cl)(Cl)Cl	-1%	6.5µM*	?	-8	8.2µM*	2.9µM*	6.5µM*	6.5µM*	-12
4	O=C(CSc1nnc2ncccn12)N1CCCCCC1	9%	-5%	17%	8	29%	24%	17%	9%	5
5	CCCNNC(=O)C(O)(c1ccccc1)c1ccccc1	4%	6%	-7%	-3	-16%	3%	-2%	2%	23
6	Cc1ccc(OCCC(=O)OC(C)C(=O)Nc2c(C)n(C)n(-c3ccccc3)c2=O)cc1 (configuration not stated)	-5%	-2%	4%	0	2%	-2%	-1%	-5%	-7
7	Cc1ccc(/C=C/c2nnc(-c3cccc(C)c3)o2)cc1	2%	1%	4%	1	3%	-4%	-2%[9.24 µM]	4%	-6
8	CC1=C(C(=O)Nc2cccc(Cl)c2C)C2(CCCCCC2)OC1=O	2%	.	-18%	-9	-7%	.	.	.	.
9	CC(=O)OC1CCC2C3CCc4cc(O)ccc4C3CCC12C (configuration not stated)	4%	?	18µM*	15	-8%	?	?	?	31
10	COc1ccc(CC(=O)NC2CCSc3ccccc32)cc1OC (configuration not stated)	1%	10%	0%	-3	-4%	17%	-2%	0%	20
11	CC(=NNC(=O)c1ccncc1)c1ccc2ccccc2c1O	38%[activator]	2.3µM*	?	4	?	18µM*	5.8µM*	?	84
12	Cc1c(Cl)cccc1NC(=O)C1CCN(c2cnccn2)CC1	-10%	-7%	-5%	5	0%	-14%	19%	16%	-10
13	O=S(=O)(c1ccc(Cl)cc1)N1CCCCCC1	15%	-18%	18%	1	0%	18%	2%	-4%	-3
14	CC(C)(C)OC(=O)NCCCCCNC(=O)c1nc[nH]c1C(=O)N1CCc2ccccc2C1	-24%	-19%	0%	38*	14%	28%	3%	4%	10
15	Cc1ccc(CNC(=O)c2ccc(N3CCc4ccccc43)c([N+](=O)[O-])c2)cc1	26%	3%	-9%	-25	-1%	4%	-1%	-9%	-21

Ordered by length of the SMILES (falling): part of the list above.
#	Structure	HEK293 tox	SW480 rereplic	KB-V1 cytotox	DRD3 agonist	KB-3-1 cytotox	MCF10A rerep	HT1080 IDH1KD tx	HT1080NT lethal	IL-1B inflam inh
2	Cc1cc(=O)oc2cc(OCc3ccc(S(=O)(=O)N4CCOCC4)cc3)ccc12	9%	7%	-18%	-2	?	19%	4%	-3%	-20
8	CC1=C(C(=O)Nc2cccc(Cl)c2C)C2(CCCCCC2)OC1=O	2%	.	-18%	-9	-7%	.	.	.	.
12	Cc1c(Cl)cccc1NC(=O)C1CCN(c2cnccn2)CC1	-10%	-7%	-5%	5	0%	-14%	19%	16%	-10

The main list resumes; the 6 compounds before the break are reprinted first.
#	Structure	HEK293 tox	SW480 rereplic	KB-V1 cytotox	DRD3 agonist	KB-3-1 cytotox	MCF10A rerep	HT1080 IDH1KD tx	HT1080NT lethal	IL-1B inflam inh
10	COc1ccc(CC(=O)NC2CCSc3ccccc32)cc1OC (configuration not stated)	1%	10%	0%	-3	-4%	17%	-2%	0%	20
11	CC(=NNC(=O)c1ccncc1)c1ccc2ccccc2c1O	38%[activator]	2.3µM*	?	4	?	18µM*	5.8µM*	?	84
12	Cc1c(Cl)cccc1NC(=O)C1CCN(c2cnccn2)CC1	-10%	-7%	-5%	5	0%	-14%	19%	16%	-10
13	O=S(=O)(c1ccc(Cl)cc1)N1CCCCCC1	15%	-18%	18%	1	0%	18%	2%	-4%	-3
14	CC(C)(C)OC(=O)NCCCCCNC(=O)c1nc[nH]c1C(=O)N1CCc2ccccc2C1	-24%	-19%	0%	38*	14%	28%	3%	4%	10
15	Cc1ccc(CNC(=O)c2ccc(N3CCc4ccccc43)c([N+](=O)[O-])c2)cc1	26%	3%	-9%	-25	-1%	4%	-1%	-9%	-21
16	COc1ccc(C(=O)N2CCN(c3nc4cc(C)ccc4cc3C#N)CC2)c(OC)c1	0%	-7%	?	0	-19%	-2%	-25%	-6%	-59*
17	COCC(=O)N(C)c1nnc(-c2ccc([N+](=O)[O-])cc2)s1	-25%	-1%	7%	6	1%	?	20%	0%	-58*
18	O=C(CNC(=O)C1CCCCC1)Nc1ccc(F)c(Cl)c1	14%	-7%	0%	-13	-2%	-2%	1%	3%	7
19	COc1ccc(S(=O)(=O)N2CCOC2CNC(=O)C(=O)NCc2ccccn2)cc1OC (configuration not stated)	6%	.	12%	3	0%	.	3%	5%	-15
20	COc1c(N2CCNC(C)C2)c(F)cc2c(=O)c(C(=O)O)cn(C3CC3)c12 (configuration not stated)	.	5%	-9%	-9	-1%	2%	.	.	.
21	COC(=O)[C@@H]1C[C@@]2(O)[C@H](O)[C@H](O)[C@H](O)C[C@H]2N1Cc1cc(OC)cc(OC)c1	1%	-21%[9.22 µM]	-6%	-1	2%	13%	11%	8%	23
22	Cc1sc2nc(C3CC3)nc(NCCNS(=O)(=O)c3ccccc3)c2c1C	-27%	-2%	0%	4	-6%	17%	-6%[9.24 µM]	?	-6
23	CCc1[nH]nc(C(=O)N2CCCC(N3CCN(c4ccccc4C)CC3)C2)c1C (configuration not stated)	-6%	-8%	3%	-30	-7%	-2%	-2%	-4%	-17
24	O=C(CN(C(=O)Cn1nnc(-c2cccs2)n1)c1ccc2c(c1)OCCO2)NCC1CCCO1 (configuration not stated)	-12%	0%	-8%	0	-6%	0%	-1%	-8%	19
25	COc1ccc(/C=C2\SC(=S)N(CCC(=O)NC3=NCCS3)C2=O)cc1OC	-5%	0%	-12%	4	23%	-2%	-25%	-4%	27
26	Cc1ccc(NC(=O)C(c2ccccc2)c2ccccc2)nc1	3%	0%	-4%	-4	-6%	-1%	-10%	-5%	-8
27	CCOC(=O)N/N=C/c1ccc(N2CCOCC2)s1	5%	5%	?	-3	-17%	-1%	-2%	2%	-1
28	COc1ccc(CCNC(=O)CC(C)S(=O)(=O)c2ccc3c(c2)NC(=O)CO3)cc1OC (configuration not stated)	-5%	4%	?	3	-13%	0%	10%	1%	9
29	Cc1cccc(OCCSc2nc(-c3cccs3)nc3cc(=O)[nH]n23)c1	3%	.	?	21	12%	.	.	.	.
30	CN(C)C(=O)COc1ccc(Br)cc1	12%	113%	-15%	-6	6%	-50%[inhibitor]	1%	0%	-10

(cont.)
#	Structure	HEK293 tox	SW480 rereplic	KB-V1 cytotox	DRD3 agonist	KB-3-1 cytotox	MCF10A rerep	HT1080 IDH1KD tx	HT1080NT lethal	IL-1B inflam inh
31	COc1ccc(N2CCN(c3nc4ccc(C(=O)c5ccccc5)cc4n4cnnc34)CC2)cc1	8%	.	1%	2	-17%	.	.	.	.
32	COc1ccccc1CCNC(=O)C(=O)NCC1OCCN1S(=O)(=O)c1ccc(F)cc1 (configuration not stated)	3%	-6%	-19%	10	-1%	-45%[inhibitor]	9%	15%	12
33	COc1ccc(C(=O)N2CCN(c3ccc(C)c(C)c3)CC2)cc1OC	2%	-7%	?	1	2%	10%	-1%	-4%	21
34	COc1ccc2nc(Nc3ccccc3OC)sc2c1	5%	17%	?	2	-1%	5%	?	?	-8
35	CCCCNc1ccc(-c2nc(-c3ccncc3)no2)cc1[N+](=O)[O-]	2%	.	0%	-8	10%	.	.	.	.
36	Cc1nc([N+](=O)[O-])cn1CC(O)c1ccc(F)cc1 (configuration not stated)	8%	?	11%	-4	4%	8%	12%	0%	4
37	CN(CC(=O)NCc1ccncc1)S(=O)(=O)c1ccc(F)cc1	6%	10%	-12%	-10	1%	-15%	-26%	0%	?
38	COc1ccc2nc(SCC(=O)Nc3ccc4c(c3)OCCO4)[nH]c2c1	-13%	-3%	?	2	5%	2%	-5%	-3%	4
39	CCc1ccc(NC(=O)CN2C(=O)c3cccc4cccc2c34)cc1	-12%	.	0%	6	5%	.	.	.	.
40	CNC(=O)c1ccc(OCc2ccccc2)c(OC)c1	4%	22%	-1%	-4	0%	?	12%	8%	3
41	CC1(c2ccc3c(c2)OCO3)NC(=O)N(CC(=O)Nc2ccccc2[N+](=O)[O-])C1=O (configuration not stated)	-26%	-2%	15µM*	9	23%	-1%	4%	-2%	38
42	O=C(CN1CCN(S(=O)(=O)c2ccc(F)cc2)CC1)Nc1ccccc1C(=O)NC1CC1	-23%	-3%	?	2	?	7%	0%	5%	11
43	CCOc1ccc(NC(=S)Nc2ccc(OCC)cc2)cc1	-8%	?	6%	-17&3	-18%	?	6%	28%	-80*
44	Cc1ccc(NC(=S)NC(=O)c2cncc(Br)c2)c(C)c1	-17%	16%	7%	-7	-3%	3%	4%	1%	-19
45	S=c1[nH]nc(Cn2c(-c3ccccn3)nc3ccccc32)n1-c1ccc2c(c1)OCCO2	-8%	-27%	2%	4	7%	24%	12%	4%	23

Later entries
#	Structure	HEK293 tox	SW480 rereplic	KB-V1 cytotox	DRD3 agonist	KB-3-1 cytotox	MCF10A rerep	HT1080 IDH1KD tx	HT1080NT lethal	IL-1B inflam inh
46	COc1ccc(CCNC(=O)c2cc(C3CC3)nc3c2cnn3C(C)C)cc1	?	-13%	?	-6	?	-1%	-7%	-12%	-27
47	CCn1c(C)cc(/C=C2/SC(=O)N(CC(=O)N3CCCC3)C2=O)c1C	-22%	-1%	?	1	2%	1%	0%	6%	-13
48	NC(=O)C[C@H]1NC(=O)[C@H](CCC(=O)O)NC(=O)c2cc([N+](=O)[O-])cc(I)c2NCCC[C@@H](C(N)=O)NC1=O	?	-10%	-13%	-10	10%	3%	14%	13%	7
49	O=C(Oc1ccc(/C=N/NC(=O)c2ccccn2)cc1)c1ccc(Br)cc1	-2%	-8%	0%	8	-5%	-19%	16%	24%	20
